APJ antag: antagonists of human APJ apelin receptor; P35414; 330,000 tested, 0.32% active; inhibition, % at 20 µM; CHO-K1 APJ beta-arrestin complementation, luminescence;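 active = inhibition above about 40% at 20 µM, limit read from the data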;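 also: cells challenged with 10 nM apelin-13 agonist together with compound; plate controls were apelin-13 plus DMSO wells for no effect and DMSO wells lacking apelin-13 for full effect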
Target sequence (P35414 whole entry, looked up): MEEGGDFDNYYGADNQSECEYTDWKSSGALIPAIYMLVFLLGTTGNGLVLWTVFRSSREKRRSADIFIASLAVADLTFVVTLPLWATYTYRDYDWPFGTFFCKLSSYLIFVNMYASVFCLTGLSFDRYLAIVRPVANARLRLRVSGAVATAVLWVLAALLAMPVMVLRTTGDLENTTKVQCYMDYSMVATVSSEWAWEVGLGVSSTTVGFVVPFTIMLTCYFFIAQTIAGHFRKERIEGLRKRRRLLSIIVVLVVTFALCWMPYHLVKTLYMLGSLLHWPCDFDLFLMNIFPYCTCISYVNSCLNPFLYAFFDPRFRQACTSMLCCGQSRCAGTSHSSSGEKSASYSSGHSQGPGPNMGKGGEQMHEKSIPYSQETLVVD
CXCR6 inh: inhibitors of human CXCR6 receptor; O00574; CHO-K1 PathHunter CXCR6 beta-arrestin, luminescence; inhibition, % at 20 µM; 360,000 tested, 0.36% active; AID 602244; in the data active = inhibition above about 34%, passing the limit was not always enough;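 also: antagonist mode with CXCL16 agonist at 10 nM final; 0% = 10 nM CXCL16 with DMSO and 100% = unstimulated wells without agonist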
APJ ag: activates the human apelin receptor APJ | P35414 | CHO-K1 APJ PathHunter beta-arrestin, luminescence; 0% DMSO wells, 100% apelin | activation, % at 20 µM | 330,000 tested, 0.11% active;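 active = activation more than six SD over the plate average, tested at 20 µM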;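 also: 0% = DMSO alone and 100% = apelin-13 at 10 nM; some results filed as inactive read as strong as hits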
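Material: engineered CHO-K1 APJ arrestin reporter cells; amount: 1000 CHO-K1 reporter cells seeded per well; incubation: compound stimulation 90 min at 25 °C, detection 60 min; signal: luminescent beta-gal fragment complementation, chemiluminescent substrate; read-out basis: APJ agonist activity; controls: DMSO-only wells as negative, 10 nM Apelin-13 as positive control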
ATG4B inhibitor: blocks human ATG4B protease cleavage of LC3 substrate | Q9Y4P1 | ATG4B cleavage of LC3-PLA2, NBD-HPC fluorescence, 1 h | inhibition, % at 8.33 µM | 340,000 tested, 0.51% active | AID 504462; in the data active = inhibition above about 40%
CCR6 antag: CCR6 (human) receptor antagonism; P51684; CHO-K1 CCR6 PathHunter beta-arrestin, luminescence, CCL20-stimulated; inhibition, % at 20 µM; 340,000 tested, 0.49% active; AID 493098;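 active = compounds whose inhibition of the agonist-driven luminescence signal at 20 µM reaches about 50%, limit read from the data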;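 also: cells stimulated with CCL20 at 14 nM final; plate controls were DMSO with CCL20 for no effect and DMSO without agonist for full effect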
Target sequence (P51684 whole entry, looked up): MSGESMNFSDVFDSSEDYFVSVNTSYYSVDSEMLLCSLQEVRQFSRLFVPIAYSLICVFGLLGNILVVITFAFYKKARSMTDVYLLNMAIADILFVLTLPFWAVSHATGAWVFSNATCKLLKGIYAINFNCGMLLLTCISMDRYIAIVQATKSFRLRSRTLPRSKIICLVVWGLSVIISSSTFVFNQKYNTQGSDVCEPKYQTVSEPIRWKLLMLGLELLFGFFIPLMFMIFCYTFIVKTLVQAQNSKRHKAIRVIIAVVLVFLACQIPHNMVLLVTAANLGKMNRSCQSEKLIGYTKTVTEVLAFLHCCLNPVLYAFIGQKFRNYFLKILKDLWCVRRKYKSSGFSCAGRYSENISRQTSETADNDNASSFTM
UBC13 inh: inhibitors of human UBC13 polyubiquitin chain formation. P61088. TR-FRET. inhibition, % at 20 µM. 330,000 tested, 0.47% active. AID 485273; in the data active = inhibition above about 45%, passing the limit was not always enough
Target sequence (P61088 whole entry, looked up): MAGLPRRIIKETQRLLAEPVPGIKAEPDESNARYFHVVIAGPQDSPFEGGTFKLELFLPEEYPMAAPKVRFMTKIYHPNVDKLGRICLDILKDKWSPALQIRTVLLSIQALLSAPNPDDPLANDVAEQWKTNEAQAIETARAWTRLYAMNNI
Gli-Sufu block: Gli-Sufu pathway antagonism. Sufu-KO-LIGHT fibroblasts, Gli luciferase reporter luminescence. inhibition, % at 5 µM. 340,000 tested, 0.74% active. AID 588413;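 active = inhibition above about 55%, limit read from the data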;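 also: 0% = DMSO-treated cells and 100% = wells with medium but no cells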
EBI2 antag: antagonists of human EBI2 receptor | EBI2 beta-arrestin recruitment, luminescence, 7a,25-OHC stimulated | inhibition, % at 5 µM | 360,000 tested, 0.81% active | AID 651636; in the data active = inhibition above about 38%;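 also: enzyme fragment complementation signal reports receptor beta-arrestin coupling in cells; 0% = agonist plus DMSO wells and 100% = wells without agonist; some results beyond the cut were filed as inactive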
* hit, by the source's call; . = no result given; & = joins results of further samples.

Preview, 2 compounds:
item	SMILES	APJ antag	CXCR6 inh	APJ ag	ATG4B inhibitor
1	CC(=O)Nc1ccc(NC(=O)C(C)Oc2ccccc2C(=O)NCc2ccccc2)cc1 (configuration not stated)	10	-7	-3	1
2	Cc1ccc(OCC(=O)Nc2ccccc2[N+](=O)[O-])c(Br)c1	-3	-6	0	33

item	CCR6 antag	UBC13 inh	Gli-Sufu block	EBI2 antag
1	14	10	2	0
2	1	-8	-62	-6

This part in full, from the start:
item	SMILES	APJ antag	CXCR6 inh	APJ ag	ATG4B inhibitor
1	CC(=O)Nc1ccc(NC(=O)C(C)Oc2ccccc2C(=O)NCc2ccccc2)cc1 (configuration not stated)	10	-7	-3	1
2	Cc1ccc(OCC(=O)Nc2ccccc2[N+](=O)[O-])c(Br)c1	-3	-6	0	33
3	CCOC(=O)C(C)Oc1ccc2c(C)cc(=O)oc2c1C(C)=O (configuration not stated)	17	-6	-2	-4
4	O=C(NCc1cccc(C(F)(F)F)c1)C1CC(c2ccccc2C(F)(F)F)=NO1 (configuration not stated)	-11	-11	1	15
5	CCCS(=O)(=O)C/C(N)=N/OC(=O)c1ccccc1Cl	13	2	1	0
6	O=C(NC1CC2CCCC(C1)N2Cc1ccco1)NC12CC3CC(CC(C3)C1)C2 (configuration not stated)	19	3	6	-10
7	CC1CCN(C(=O)CCS(=O)(=O)c2cc3c(cc2Cl)NC(=O)CO3)CC1	2	-3	-1	-13
8	COc1ccc(NC(C)=O)cc1S(=O)(=O)Nc1ccc(S(=O)(=O)N2CCCCC2)cc1	-16	-4	-4	-9
9	CCOc1ccccc1NC(=O)c1cc2ccccc2oc1=O	1	-10	-2	-6
10	CCOC(=O)COc1ccsc1C(=O)OC	-8	-3	-4	-7

item	CCR6 antag	UBC13 inh	Gli-Sufu block	EBI2 antag
1	14	10	2	0
2	1	-8	-62	-6
3	1	-17	-3	2
4	5	0	33	5
5	0	-7	-6	-4
6	7	0	4	0
7	3	2	-1	-3
8	6	-15	3	-5
9	6	-6	-17	-5
10	1	-4	6	-9

Next section.
item	SMILES	APJ antag	CXCR6 inh	APJ ag	ATG4B inhibitor
11	COc1cc(OC)cc(-n2nc(C(=O)NCCCN3CCOCC3)c3ccccc3c2=O)c1	3	-3	2	-6
12	COc1ccc(CCNC(=O)COC(=O)Cn2cnc3ccccc32)cc1OC	-21	6	-4	-6
13	C#CCNC(=O)C1=C[C@H](c2cn(C(C)=O)c3ccccc23)[C@@H](CCCO)[C@H](OCC)O1	-31	10	2	-3
14	CCC(C)Sc1ccc(-c2nc3ccc(C)cn3c2NCc2ccccc2)cc1 (configuration not stated)	19	6&0	2	13
15	COc1cccc(NC(=O)C(=O)c2cn(CC(=O)N3CCCC3)c3ccccc23)c1	18	-4	-4	-10
16	CCN1C=C(Cc2ccc(F)cc2)C2=C(C1)C(c1ccc(F)cc1)C(C#N)=C(N)O2 (configuration not stated)	30	2	-2	6
17	CCOc1ccc2nc(N3CCCCCC3)sc2c1	19	-1	-2	15
18	CC(C)CC1=NN(C(=O)c2cccnc2)C(O)(C(F)(F)F)C1 (configuration not stated)	19	0	-2	-6
19	O=C(Nc1ccc(C(=O)OC2CCCCC2)cc1)c1ccncc1	-34	-6	3	-6
20	Fc1ccc(Oc2cc(N3CCOCC3)nc(-c3ccccc3)n2)c(F)c1	-1	-15	3	-10

item	CCR6 antag	UBC13 inh	Gli-Sufu block	EBI2 antag
11	-13	1	-6	-4
12	3	-15	4	-10
13	2	0	-9	-3
14	12	28	-58	47*
15	8	-3	-17	5
16	13	-7	10	4
17	14	12	-84	18
18	9	8	-16	-15
19	-4	-10	3	3
20	4	-6	-6	13

More compounds:
item	SMILES	APJ antag	CXCR6 inh	APJ ag	ATG4B inhibitor
21	O=C(Nc1ccc(S(=O)(=O)NCC2CCCO2)cc1)c1ccc(Cl)cc1[N+](=O)[O-] (configuration not stated)	-22	-6	2	-4
22	CCOC(=O)N1CCN(C(=O)c2ccc([N+](=O)[O-])cc2Cl)CC1	-3	-4	2	-2
23	CC1CC(C)CN(CCCNC(=O)c2ccc3nc(N4CCCCC4)sc3c2)C1 (configuration not stated)	3	9	9	4
24	Cc1ccc(S(=O)(=O)NC(c2ccccc2)C(C)C(=O)n2nc(C)cc2C)cc1 (configuration not stated)	9	-9	-7	3
25	Cn1nc(C(F)(F)F)c2cc(NC(=O)OCc3ccc(C(C)(C)C)cc3)sc21	-10	-9	12	0
26	CC(C)CCOCC(O)CCC(=O)NNC(=S)Nc1ccccc1 (configuration not stated)	6	-12	0	-1
27	CCNc1nc(NCC)nc(SCCOC(=O)Nc2ccc(Cl)cc2Cl)n1	-16	1	-2	10
28	CC(=O)c1ccc(NC(=O)c2cc(S(=O)(=O)N3CCOCC3)ccc2C)cc1	-6	-28	3	-9
29	CC12CCC(=O)N1C(C(=O)OCC(=O)Nc1ccc(C(F)(F)F)cc1)CS2 (configuration not stated)	-1	-6	-3	-4
30	Cc1cc(C(=O)CSc2nnc(-c3ccco3)o2)c(C)n1C	-14	0	-3	13

item	CCR6 antag	UBC13 inh	Gli-Sufu block	EBI2 antag
21	6	2	-1	-1
22	8	-9	-9	-5
23	10	15	-104	-9
24	-11	10	8	-6
25	4	-6	-8	11
26	11	2	2	-8
27	10	13	-2	-11
28	-10	5	6	4
29	-5	1	0	11
30	-1	0	-7	-1

Carrying on:
item	SMILES	APJ antag	CXCR6 inh	APJ ag	ATG4B inhibitor
31	N#C/C(=C/c1ccc(N2CCCC2)c([N+](=O)[O-])c1)c1nc2ccccc2[nH]1	12	18	-2	1
32	CC(=O)c1c(C)[nH]c(C(=O)Nc2c(C)n(C)n(-c3ccccc3)c2=O)c1C	-1	1	-4	-2
33	Nc1ncnc2c1ncn2[C@@H]1O[C@H](CO)C[C@H]1O	9	1	-2	-2
34	CC(C#N)(Nc1ccc(Cl)cc1)c1cccnc1 (configuration not stated)	-7	2	0	1
35	CC(CNC(=O)C1CCCN(S(=O)(=O)N2CCOCC2)C1)c1ccccc1 (configuration not stated)	-30	7	-1	2
36	COc1cc(CC(=O)OCC(=O)N2CC(C)CC(C)C2)cc(OC)c1OC (configuration not stated)	2	-9	3	-2
37	CC(=O)c1c(O)c(C)c(O)c2c1OC1=CC(=O)C(C(C)=O)C(=O)[C@@]12C (some centres not stated)	1	-1	-5	-1
38	O=S(=O)(Nc1cccnc1)c1cccc(Cl)c1	18	0	-3	-2
39	Cc1cc(C)c2c(-n3cccc3)c(C(=O)NNS(=O)(=O)c3ccc(F)cc3)sc2n1	9	-2	1	-18
40	CCC(C(=O)NCc1ccco1)n1nc(C)n2c(cc3occc32)c1=O (configuration not stated)	-31	-6	-2	-9

item	CCR6 antag	UBC13 inh	Gli-Sufu block	EBI2 antag
31	47	-120	-30	23
32	-8	6	5	3
33	12	-10	-5	3
34	-2	4	-3	-11
35	7	-4	-9	4
36	4	6	15	-1
37	3	5	13	8
38	2	-4	0	-4
39	-10	-5	-6	-15
40	-2	-7	-4	3

Later entries
item	SMILES	APJ antag	CXCR6 inh	APJ ag	ATG4B inhibitor
41	COc1cccc(OC)c1C(=O)Nc1ccc(N2CCCC2)cc1	-29	-6	2	6
42	CNC(=S)N/N=C/c1cccc(OCc2ccccc2F)c1	-13	0	-2	-16
43	O=C(O)c1ccc(N2CCCS2(=O)=O)cc1	11	2	-1	-3
44	O=C(Cn1cccc1C(=O)c1ccccc1)NCc1ccccn1	-16	-3	-3	-7
45	CCOc1ccc(-c2c(=O)n(OCC)c3ccccc3[n+]2[O-])cc1	7	5	-1	3
46	CCC(C)c1ccccc1N1CC(C(=O)NCCc2ccc(OC)c(OC)c2)CC1=O (configuration not stated)	-25	2	7	7
47	CCc1ccc(C(=O)COC(=O)CNC(=O)C2CCCCC2)cc1	26	4	-4	14
48	Cc1ccc(Cn2ccc(O)c(Cc3ccccc3)c2=O)cc1	11	-2	-3	-10
49	COc1ccc(/C=C/C(=O)Nc2ccccc2Cl)cc1S(=O)(=O)N1CCOCC1	-16	2	-1	-8
50	CCN(Cc1ccccc1)C(=O)c1cc(S(=O)(=O)N2CCOCC2)ccc1N1CCCC1	5	-1	-2	-2

item	CCR6 antag	UBC13 inh	Gli-Sufu block	EBI2 antag
41	6	-6	-3	-6
42	9	7	-18	19
43	4	8	-19	-3
44	15	5	6	2
45	22	-5	-22	5
46	7	-7	-5	6
47	2	1	7	1
48	5	-2	-6	0
49	6	1	-10	-1
50	14	1	0	6

Arranged by number of heavy atoms (ascending): some entries from above.
item	SMILES	APJ antag	CXCR6 inh	APJ ag	ATG4B inhibitor
5	CCCS(=O)(=O)C/C(N)=N/OC(=O)c1ccccc1Cl	13	2	1	0
27	CCNc1nc(NCC)nc(SCCOC(=O)Nc2ccc(Cl)cc2Cl)n1	-16	1	-2	10
21	O=C(Nc1ccc(S(=O)(=O)NCC2CCCO2)cc1)c1ccc(Cl)cc1[N+](=O)[O-] (configuration not stated)	-22	-6	2	-4

item	CCR6 antag	UBC13 inh	Gli-Sufu block	EBI2 antag
5	0	-7	-6	-4
27	10	13	-2	-11
21	6	2	-1	-1

Following part:
item	SMILES	APJ antag	CXCR6 inh	APJ ag	ATG4B inhibitor
51	O=C(CS(=O)(=O)Cc1ccccc1)Nc1ccc(S(=O)(=O)N2CCOCC2)cc1	-21	-3	-2	-7
52	Cc1ccc(S(=O)(=O)N(C)CC(=O)NCC(=O)Nc2ccc(F)c(F)c2F)cc1	-2	3	-2	-8
53	Cc1ccccc1Cn1c2ccccc2c2cnn(CC(=O)N3CCN(c4ccccc4)CC3)c(=O)c21	.	6	.	0
54	CCOc1ccccc1N(CC(=O)Nc1ccc2c(c1)OCCO2)S(C)(=O)=O	-10	-7	2	-15
55	O=C(C(Cc1ccccc1)N1C(=O)C2C3C=CC(C3)C2C1=O)N1CCCCCC1 (configuration not stated)	9	5	0	4
56	Cc1cc(C)nc(NC(=O)Cc2ccc(Br)cc2)n1	9	-5	-1	-14
57	O=C(O)c1cc(S(=O)(=O)N2CCOCC2)ccc1N1CCOCC1	7	-1	-5	-4
58	Cc1ccc2c(c1)N(C(=O)CCC(=O)N1CCN(c3ccccn3)CC1)CC(C)O2 (configuration not stated)	18	3	3	-19
59	O=C(NCc1ccco1)c1ccc(-c2ccc(Cl)cc2)o1	0	-2	1	-12
60	Cn1c(=O)c2c(nc(Br)n2Cc2nnc(N)s2)n(C)c1=O	17	0	-3	10

item	CCR6 antag	UBC13 inh	Gli-Sufu block	EBI2 antag
51	3	-4	0	-2
52	-5	6	3	10
53	9	.	5	8
54	7	2	2	1
55	11	2	-5	-4
56	2	3	15	2
57	-11	1	-1	2
58	-6	7	7	2
59	7	0	-14	6
60	-1	-6	4	-8

Compound profiles (already shown).
O=C(NCc1ccco1)c1ccc(-c2ccc(Cl)cc2)o1 is entered as APJ antag = 0; CXCR6 inh = -2; APJ ag = 1; ATG4B inhibitor = -12; CCR6 antag = 7; UBC13 inh = 0; Gli-Sufu block = -14; EBI2 antag = 6
Cc1ccccc1Cn1c2ccccc2c2cnn(CC(=O)N3CCN(c4ccccc4)CC3)c(=O)c21 is entered as APJ antag = .; CXCR6 inh = 6; APJ ag = .; ATG4B inhibitor = 0; CCR6 antag = 9; UBC13 inh = .; Gli-Sufu block = 5; EBI2 antag = 8

Additional records
item	SMILES	APJ antag	CXCR6 inh	APJ ag	ATG4B inhibitor
61	Cn1nc(-c2ccc(C(=O)Nc3ccc(F)cc3)cc2)c2ccccc2c1=O	-6	-3	-1	-10
62	CCOc1ccc(NC(=O)/C(C#N)=C/c2cn(CC(=O)O)c3ccccc23)cc1	1	1	1	1
63	Cc1ccc2c(Cl)c(C(=O)Nc3cccnc3)sc2c1	-3	-5	-4	-20
64	Cc1cccc(NC(=O)CCSc2ccccc2)c1C	0	-7	0	10

item	CCR6 antag	UBC13 inh	Gli-Sufu block	EBI2 antag
61	8	3	21	2
62	8	-15	10	-11
63	7	-1	-31	-10
64	16	3	-31	-1

This is a random part of the collection; overall some 3% were active at least once.
